BAP1 block: inhibitors of BAP1 deubiquitinase, primary screen, biochemical, Ub-AMC fluorescence, kinetic; Ubiquitin carboxyl-terminal hydrolase BAP1 (Homo sapiens), Q92560; recombinant BAP1, Ub-AMC hydrolysis fluorescence kinetic; active compounds read low; activity remaining (% of control), % at 20 µM; actives 0.48% (n = 72,000); AID 436, 2006;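 active = activity remaining at or below 50% of control, provided the compound also passes the data quality filters; inactive = the rest, including low values that fail the filters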;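 also: 100% = DMSO wells rate and 0% = substrate alone blank rate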
Target sequence (Q92560 whole entry, looked up): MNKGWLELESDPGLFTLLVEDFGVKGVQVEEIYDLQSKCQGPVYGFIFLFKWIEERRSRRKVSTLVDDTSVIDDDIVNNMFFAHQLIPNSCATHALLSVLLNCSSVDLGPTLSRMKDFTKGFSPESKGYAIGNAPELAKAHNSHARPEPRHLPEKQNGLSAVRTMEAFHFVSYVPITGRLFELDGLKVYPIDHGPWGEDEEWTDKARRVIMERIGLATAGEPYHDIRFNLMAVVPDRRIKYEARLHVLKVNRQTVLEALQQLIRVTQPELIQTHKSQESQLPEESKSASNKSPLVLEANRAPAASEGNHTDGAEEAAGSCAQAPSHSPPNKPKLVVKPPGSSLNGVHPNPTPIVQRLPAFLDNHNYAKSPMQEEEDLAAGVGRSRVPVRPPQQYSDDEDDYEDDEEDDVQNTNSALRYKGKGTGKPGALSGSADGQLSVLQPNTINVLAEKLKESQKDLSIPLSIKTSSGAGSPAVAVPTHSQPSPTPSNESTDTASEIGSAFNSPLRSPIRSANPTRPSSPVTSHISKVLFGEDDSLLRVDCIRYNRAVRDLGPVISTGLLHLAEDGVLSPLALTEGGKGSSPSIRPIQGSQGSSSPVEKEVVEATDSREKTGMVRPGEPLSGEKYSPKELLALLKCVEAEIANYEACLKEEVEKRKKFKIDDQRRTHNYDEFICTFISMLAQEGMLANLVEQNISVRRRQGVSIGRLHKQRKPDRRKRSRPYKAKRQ
HePTP inh: inhibitors of human HePTP phosphatase, primary screen, biochemical, absorbance, leukemia target; inhibition, % at 20 µM; Tyrosine-protein phosphatase non-receptor type 7 (Homo sapiens), P35236; actives 0.64% (n = 110,000); recombinant HePTP phosphatase activity, OD absorbance; in the data active = inhibition above about 50%;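 also: plate controls were vehicle for no effect and reference inhibitor for full effect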
Target sequence (P35236 whole entry, looked up): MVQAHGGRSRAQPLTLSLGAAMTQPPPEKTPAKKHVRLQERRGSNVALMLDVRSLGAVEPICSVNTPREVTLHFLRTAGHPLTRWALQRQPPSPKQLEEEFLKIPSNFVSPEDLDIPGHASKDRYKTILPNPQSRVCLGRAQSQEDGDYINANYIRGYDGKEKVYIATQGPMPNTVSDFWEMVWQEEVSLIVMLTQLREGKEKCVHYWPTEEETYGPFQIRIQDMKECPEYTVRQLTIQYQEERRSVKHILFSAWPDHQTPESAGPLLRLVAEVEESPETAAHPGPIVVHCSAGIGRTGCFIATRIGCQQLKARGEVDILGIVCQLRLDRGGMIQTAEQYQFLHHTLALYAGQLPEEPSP
* hit, by the source's call; / = no result given.

SMILES	BAP1 block	HePTP inh
CC1=C(C(=O)OC(C)C)C(c2cccc(I)c2)C2=C(CCCC2=O)N1 (stereo not drawn)	/	8
CC1(C)OC(=O)C(=CNc2ccccc2)C(=O)O1	102	4
COc1ccc(N2C(=O)C3C4C=CC(C4)C3C2=O)c(OC)c1 (stereo not drawn)	104	3
COc1ccc(NC(C)=O)cc1NC(=O)CSc1nnc(-c2ccccn2)n1C	89	11
O=C(Nc1ccccc1-c1ccccc1)c1ccc(N2C(=O)c3ccc([N+](=O)[O-])cc3C2=O)cc1	/	-4
COc1cccc(N2CCN(C(=O)NC3CCCCC3)CC2)c1	84	-1
CC(=O)Nc1ccc(S(=O)(=O)Nc2ccc(Oc3ccccc3)cc2)cc1	/	7
Cc1noc(C)c1COc1ccc(C(=O)OCC(=O)N2CC3(C)CC2CC(C)(C)C3)cc1 (stereo not drawn)	102	2
O=C(/C=C/c1ccco1)Nc1scc(-c2cccs2)c1C(=O)O	/	-3
CC(=O)CC(=O)NC(=NC1CCCCC1)Nc1nc(C)cc(C)n1	85	4
COc1ccccc1NC(=O)CSc1nsc(SCC(=O)Nc2ccccc2OC)n1	/	5
COc1ccccc1-c1cc(-c2ccccc2)nc(SC)c1C#N	/	30
Cc1ccnc(N2C(=O)c3ccc(Oc4ccc5c(c4)C(=O)N(c4cc(C)ccn4)C5=O)cc3C2=O)c1	108	/
Cc1ccc(C(=O)NC2CCS(=O)(=O)C2)cc1S(=O)(=O)N1CCOCC1 (stereo not drawn)	88	3
C/C(=N\N=C1\NC(=O)C(CC(=O)Nc2ccccc2C(F)(F)F)S1)c1ccccc1 (stereo not drawn)	/	4
O=C(CSCc1ccccc1)Nc1ccccc1Br	/	3
COc1ccc(OC)c(C2C3CN(C(C)C)CC=C3C(C#N)=C(N)C2(C#N)C#N)c1 (stereo not drawn)	87	7
CCOC(=O)Cc1nnc(NC(=O)CSc2nnc3c4ccccc4n(C)c3n2)s1	70	-6
COc1ccc(NC(=O)c2ccc(C)c([N+](=O)[O-])c2)cc1OC	/	6
Nc1cc(S(=O)(=O)Nc2ccccc2)ccc1Cl	/	9
O=C(Nc1cccc(C(F)(F)F)c1)c1cc([N+](=O)[O-])ccc1Cl	50	-19
Cc1c(C#N)c2ccccc2n1CC(=O)N1CCCC1	93	3
O=C(O)c1cc(Cl)ccc1NS(=O)(=O)c1ccc(Cl)cc1	56	/
Cc1cc(C)cc(OCC(=O)Nc2ccccc2C(=O)NCc2ccco2)c1	/	8
CCOc1ccccc1C1C(C(N)=O)=C(C)Nc2nc(CCCO)nn21 (stereo not drawn)	81	1

Next compounds
SMILES	BAP1 block	HePTP inh
C(=NN1CCN(Cc2ccccc2)CC1)c1cccc(Oc2ccccc2)c1	/	9
O=C(CSc1ncc(-c2ccccc2)[nH]1)Nc1ccc(F)cc1	/	-16
CC(=O)Nc1ccccc1NC(=O)c1cccc(F)c1	/	-7
Cc1ccc(OCCOc2ccc(Br)cc2/C=N/n2cnnc2)cc1C	/	7
Cn1cccc1Cc1nnc(SCC(=O)NCc2ccccc2)n1-c1ccc(F)cc1	105	-5
COc1ccc(NC(=O)c2cc(CC(C)C)on2)cc1OC	93	4
O=C(c1ccco1)N1CCN(c2cccc(Cl)c2)CC1	98	-5
CN(C)c1nc(NCc2ccccc2)nc(Oc2ccc(=O)[nH]n2)n1	99	2
Cc1[nH]c2ccc(-c3nnc(SCC(=O)NCc4ccco4)n3Cc3ccccc3)cc2c1C	/	8
Cn1c(NCCCN2CCOCC2)nc2c1c(=O)n(Cc1ccc(Cl)c(Cl)c1)c(=O)n2C	73	-1
O=C(CSc1cccc2cccnc12)Nc1ccc(/C=C/c2ccccc2)cc1	/	5
CCOC(=O)CN(C(=O)Cn1nnc(-c2ccc(C)cc2)n1)C(CC)C(=O)NC1CCCC1 (stereo not drawn)	103	3
CCCCC(CCC(=O)O)(C(=O)OCC)c1csc(N)n1 (stereo not drawn)	97	10
O=C(NCC1CCCO1)c1cc(-c2ccncc2)nc2ccc(S(=O)(=O)N3CCOCC3)cc12 (stereo not drawn)	104	9
Cc1cc([N+](=O)[O-])ccc1N/C=C/C(=O)c1ccc(Cl)c(Cl)c1	/	-22
Cc1c(C(=O)O)oc2ccc(S(=O)(=O)N3CC(C)CC(C)C3)cc12 (stereo not drawn)	98	6
O=C(Cc1ccc(-c2ccccc2)cc1)NNC(=O)c1ccccc1Cl	/	-17
O=C1c2ccccc2C(=O)c2cc(F)ccc21	59	/
c1cncc(-c2nn[nH]n2)c1	105	2
COc1cccc(/C(O)=C2/C(=O)C(=O)N(CCN(C)C)C2c2ccccn2)c1 (stereo not drawn)	90	-7
COCCn1c(=O)[nH]c2cc(C(=O)NC(C)C)ccc2c1=O	/	11
CCOc1cc(OCC)cc(C(=O)Nc2c(C)cccc2C)c1	/	5
COc1ccc(C(=O)Nc2ccc(S(N)(=O)=O)cc2)cc1I	/	-7
CC(C)Cc1nc(N2CCN(C(=O)c3ccco3)CC2)c(C#N)c2c1CCC2	191	4
CN1CCN(S(=O)(=O)c2cccc(S(=O)(=O)c3ccc(Cl)cc3)c2)CC1	131	-5

A stretch from the list above, for reference:
SMILES	BAP1 block	HePTP inh
C(=NN1CCN(Cc2ccccc2)CC1)c1cccc(Oc2ccccc2)c1	/	9
O=C(CSc1ncc(-c2ccccc2)[nH]1)Nc1ccc(F)cc1	/	-16
CC(=O)Nc1ccccc1NC(=O)c1cccc(F)c1	/	-7

Continuation:
SMILES	BAP1 block	HePTP inh
O=C(c1cn(-c2ccccc2)nc1-c1ccccc1)N1CCCCC1	/	-15
O=C(Nc1nc(-c2ccc([N+](=O)[O-])cc2)cs1)c1ccccc1F	62	-4
CC(=O)C(C(C)=O)c1c(Cl)c(O)c(O)c2c(C(=O)c3ccccc3)coc12	48*	-10
CCCOC(=O)c1ccc(Oc2c(-c3ccc(O)cc3O)n[nH]c2C)cc1	69	-3
O=C(NC1CCCCC1)NC1(C(=O)N2CCN3CCCC3C2)CCCCC1 (stereo not drawn)	105	7
O=C(Cc1ccc(Cl)cc1)NCc1ccncc1	/	-4
O=C(CSc1nc2[nH]ncc2c(=O)n1-c1ccccc1)c1ccc2c(c1)OCCO2	75	0
Cc1cccc(OCc2nnc(SCC(=O)OC3CCCCC3)o2)c1	79	8
O=C1NC(c2ccc(Cl)cc2Cl)Nc2c1sc(=S)n2-c1ccccc1 (stereo not drawn)	/	4
CC(=O)N(C1=C(N2CCCCC2)C(=O)c2ccccc2C1=O)c1ccc(C)cc1	/	1
O=C(Nc1ccc(Oc2ccc(NC(=O)C3CCCO3)cc2)cc1)C1CCCO1 (stereo not drawn)	91	-5
O=c1c2c3c(sc2[nH]c(=S)n1-c1ccccc1)CCCC3	/	-4
O=C1N=c2ccc(Cl)cc2=C1c1sc(=O)[nH]c1O	/	-4
Cc1nc(N2CCC(C(N)=O)CC2)c2nnn(Cc3ccccc3)c2n1	99	4
O=C(c1ccc2c(c1)OCO2)N1CCC(Cc2ccccc2)CC1	/	3
COCC(COCCCN=C1NS(=O)(=O)c2ccccc21)OC (stereo not drawn)	/	10
CCN(CC)C(=O)c1sc(NC(=O)c2ccc([N+](=O)[O-])cc2)c(C(=O)OC(C)C)c1C	/	-2
COc1cc(OC)cc(C(=O)Nc2cc3oc4ccccc4c3cc2OC)c1	/	6
O=C(NC1CC1)c1ccc(S(=O)(=O)NC2CCCCCC2)cc1	91	6
CCOc1ccc(C(=O)Nc2nccs2)cc1Br	67	/
Cc1csc(-c2coc3cc(OCC(=O)O)cc(C)c3c2=O)n1	/	9
COc1ccccc1C(=O)N/N=C/c1ccc(N2Cc3ccccc3C2)cc1	/	-2
CCOc1ccc(-c2cc(C(=O)Nc3ccncc3)c3ccccc3n2)cc1	/	15
O=C1C2CC=CCC2C(=O)N1c1ccc(Cc2ccncc2)cc1 (stereo not drawn)	96	-6
COc1ccc(/C(O)=C2/C(=O)C(=O)N(c3nc(C)c(C)s3)C2c2ccco2)cc1 (stereo not drawn)	112	3

Ordered by molecular weight (rising): seven of the compounds above
SMILES	BAP1 block	HePTP inh
O=c1c2c3c(sc2[nH]c(=S)n1-c1ccccc1)CCCC3	/	-4
O=C(c1ccc2c(c1)OCO2)N1CCC(Cc2ccccc2)CC1	/	3
O=C(NC1CC1)c1ccc(S(=O)(=O)NC2CCCCCC2)cc1	91	6
COCC(COCCCN=C1NS(=O)(=O)c2ccccc21)OC (stereo not drawn)	/	10
COc1cc(OC)cc(C(=O)Nc2cc3oc4ccccc4c3cc2OC)c1	/	6
CC(=O)N(C1=C(N2CCCCC2)C(=O)c2ccccc2C1=O)c1ccc(C)cc1	/	1
CCN(CC)C(=O)c1sc(NC(=O)c2ccc([N+](=O)[O-])cc2)c(C(=O)OC(C)C)c1C	/	-2

More results:
SMILES	BAP1 block	HePTP inh
O=c1ccnc(S/C=C/c2ccccc2)[nH]1	94	0
COc1ccc(CN=CC2=C(O)CNC2=O)cc1	/	-10
CCOC(=O)c1sc2ncn(CC(=O)NCC3CCCO3)c(=O)c2c1C (stereo not drawn)	108	0
Cc1cc(/C=N/n2cnnc2)c(C)n1-c1ccc(Cl)cc1Cl	96	6
CC(=O)N(C1=C(N2CCOCC2)C(=O)c2ccccc2C1=O)C(C)C	/	-28
Cc1ccc(-c2csc(NC(=O)c3ccccc3F)c2C(=O)O)cc1	/	3
O=CNC(Cc1ccc(O)c([N+](=O)[O-])c1)C(=O)O (stereo not drawn)	/	9
Cc1c(Cl)cccc1NCCC(=O)c1ccc(Br)cc1	/	-10
O=C(COc1ccc(S(=O)(=O)NC2CCCCC2)cc1Cl)NCC1CCCO1 (stereo not drawn)	80	4
CC(C)CC(c1nnnn1C1CCCC1)N1CCN(C(=O)c2ccco2)CC1 (stereo not drawn)	80	-7
O=C(NCCN1CCN(C(=O)Nc2cccc(Cl)c2)CC1)Nc1cccc(Cl)c1	/	5
COc1ccc(Oc2nc(C)nc3c2oc2ccccc23)cc1	89	11
CCN(CC)c1ccc(NC(=O)c2ccccc2C(F)(F)F)cc1	/	10
COc1cccc2cc(-c3nc(-c4ccc(Cl)c(Cl)c4)cs3)c(=O)oc12	/	-21
O=C(c1cccs1)N1CCN(Cc2ccc(Cl)cc2)CC1	/	-14
CCN(CC)c1cc(C)c(C#N)c2nc3ccccc3n12	/	3
CCc1nc(SCC(=O)NCc2ccco2)c2c3c(sc2n1)CCCC3	93	13
CCS(=O)(=O)CCn1c([N+](=O)[O-])cnc1C	74	0
COc1ccc(C(=O)N/C(=C\c2ccc(-c3cccc([N+](=O)[O-])c3)o2)C(=O)NCCCN2CCOCC2)cc1	/	-4
O=C(CSCC(=O)N1CCCCC1)Nc1nc(-c2ccc(Cl)s2)cs1	71	6
C/C(=N\O)C(=O)OC1CC(C)CCC1C(C)C (stereo not drawn)	98	12
COc1ccc(/C=C2/C(C)=C(C#N)c3nc(N)c(C#N)c(C)c32)cc1Br	/	-2
CCNC(=O)c1ccc(CN2CCN(c3ccccc3)CC2)cc1	/	-19
CN1C(=O)CSc2ccc(NC(=O)N3CCC(N4CCCCC4)CC3)cc21	119	-7
CC/C(O)=C1/C(=O)CC(C)(C)CC1=Nc1ccncc1	/	3

A few values from the list.
`O=C(c1cccs1)N1CCN(Cc2ccc(Cl)cc2)CC1` | HePTP inh = -14
`COc1ccc(C(=O)N/C(=C\c2ccc(-c3cccc([N+](=O)[O-])c3)o2)C(=O)NCCCN2CCOCC2)cc1` | HePTP inh = -4
`CCS(=O)(=O)CCn1c([N+](=O)[O-])cnc1C` | HePTP inh = 0
`O=CNC(Cc1ccc(O)c([N+](=O)[O-])c1)C(=O)O` (stereo not drawn) | HePTP inh = 9
`O=c1ccnc(S/C=C/c2ccccc2)[nH]1` | HePTP inh = 0
`CCNC(=O)c1ccc(CN2CCN(c3ccccc3)CC2)cc1` | HePTP inh = -19

(further entries)
SMILES	BAP1 block	HePTP inh
CC1=C(C(=O)Nc2ccccc2)C(c2ccccn2)n2nc(CCCO)nc2N1 (stereo not drawn)	94	10
COC(=O)C1=C(C)N(c2cccc(OC)c2)C(=O)/C1=C\c1ccc(O)cc1	/	-10
O=C(Nc1ccc2oc(-c3ccncc3)nc2c1)c1cccs1	82	-8
O=C(CCCN1Cc2ccccc2C1)c1ccc(F)cc1	97	-13
Cc1c(C)c2ccc(OCC(=O)C(C)(C)C)c(C)c2oc1=O	/	-1
CCCCOC(=O)CCN1C(=O)/C(=C\c2cccs2)SC1=S	/	2
CCCC(c1nnnn1Cc1ccco1)N1CCC(C(N)=O)CC1 (stereo not drawn)	115	9
Cc1onc(-c2c(F)cccc2Cl)c1C(=O)NCc1cccnc1	/	6
O=C1c2ccccc2C(=O)c2c1cccc2N(CCO)CCO	157	/
CCOc1ccccc1C1NC(=O)c2c(sc3c2CCN(C)C3)N1 (stereo not drawn)	/	-3
Cc1ccc(-c2noc(-c3ccc(Cl)cc3Cl)n2)cc1	/	-1
Cc1c(C(=O)O)sc2nc3n(c(=O)c12)CCC(C)CC3 (stereo not drawn)	96	4
CCOc1ccc(C(NC(C)=O)c2ccc(OC)c(OC)c2)cc1 (stereo not drawn)	/	4
O=C(O)CCCN1C(=O)C(=O)/C(=C(/O)c2ccccc2)C1c1ccc(Br)cc1 (stereo not drawn)	/	7
O=C(CN1CCN(CC(=O)Nc2ccc3c(c2)OCO3)CC1)Nc1ccc(F)cc1	100	7
CCOc1ccccc1N(CC(=O)NCc1ccc(OC)cc1)S(C)(=O)=O	92	-6

Record cards, as listed above:
`O=C(CN1CCN(CC(=O)Nc2ccc3c(c2)OCO3)CC1)Nc1ccc(F)cc1` reads BAP1 block: 100; HePTP inh: 7
`Cc1ccc(-c2noc(-c3ccc(Cl)cc3Cl)n2)cc1` reads BAP1 block: /; HePTP inh: -1
`CCCC(c1nnnn1Cc1ccco1)N1CCC(C(N)=O)CC1` (stereo not drawn) reads BAP1 block: 115; HePTP inh: 9

Source: PubChem (several laboratories)
